NSD2 inh – NSD2 histone methyltransferase inhibitors, primary screen, biochemical, AlphaScreen, single concentration, set 2; Histone-lysine N-methyltransferase NSD2 (Homo sapiens), O96028; NSD2 peptide methylation, 120 min; inhibition, % at 12.5 µM; 0.54% of 310,000 active; AID 743445, 2014; in the data active means inhibition above about 50%
Target sequence (O96028 whole entry, looked up): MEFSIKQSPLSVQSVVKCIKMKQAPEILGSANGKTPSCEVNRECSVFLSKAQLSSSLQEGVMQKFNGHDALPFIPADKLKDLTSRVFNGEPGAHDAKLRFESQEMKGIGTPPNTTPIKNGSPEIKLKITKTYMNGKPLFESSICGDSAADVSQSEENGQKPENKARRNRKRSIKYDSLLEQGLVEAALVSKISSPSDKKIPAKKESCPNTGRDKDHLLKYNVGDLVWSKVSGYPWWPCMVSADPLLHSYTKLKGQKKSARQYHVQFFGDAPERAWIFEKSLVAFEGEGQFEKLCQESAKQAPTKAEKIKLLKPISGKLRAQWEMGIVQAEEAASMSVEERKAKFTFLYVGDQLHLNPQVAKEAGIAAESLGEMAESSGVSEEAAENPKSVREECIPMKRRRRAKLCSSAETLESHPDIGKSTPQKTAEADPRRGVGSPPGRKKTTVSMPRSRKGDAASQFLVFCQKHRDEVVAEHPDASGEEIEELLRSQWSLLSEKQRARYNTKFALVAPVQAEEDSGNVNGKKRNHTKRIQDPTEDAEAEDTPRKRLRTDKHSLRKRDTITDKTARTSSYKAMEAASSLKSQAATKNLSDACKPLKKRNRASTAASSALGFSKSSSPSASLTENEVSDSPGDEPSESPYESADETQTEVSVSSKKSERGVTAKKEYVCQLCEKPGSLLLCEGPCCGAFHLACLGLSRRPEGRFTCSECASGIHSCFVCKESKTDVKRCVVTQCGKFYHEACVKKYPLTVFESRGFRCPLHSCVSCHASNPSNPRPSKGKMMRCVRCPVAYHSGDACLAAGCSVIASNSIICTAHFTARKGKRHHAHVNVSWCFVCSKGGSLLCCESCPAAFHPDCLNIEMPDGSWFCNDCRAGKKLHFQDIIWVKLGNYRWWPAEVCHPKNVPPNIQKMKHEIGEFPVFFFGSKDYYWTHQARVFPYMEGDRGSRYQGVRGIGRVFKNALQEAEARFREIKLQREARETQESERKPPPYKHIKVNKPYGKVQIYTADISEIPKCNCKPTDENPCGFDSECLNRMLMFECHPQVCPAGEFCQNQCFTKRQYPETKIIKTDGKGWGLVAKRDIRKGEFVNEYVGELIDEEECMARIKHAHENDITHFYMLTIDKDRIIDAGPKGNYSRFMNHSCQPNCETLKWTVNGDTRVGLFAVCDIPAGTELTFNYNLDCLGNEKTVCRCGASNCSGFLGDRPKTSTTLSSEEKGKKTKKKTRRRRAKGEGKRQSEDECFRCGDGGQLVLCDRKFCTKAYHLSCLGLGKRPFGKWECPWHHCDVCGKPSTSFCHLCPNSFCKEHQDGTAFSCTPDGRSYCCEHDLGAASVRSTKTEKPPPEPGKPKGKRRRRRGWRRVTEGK
An asterisk follows results filed as active. Only part of the results is shown (hit frequency here may not be typical).

SMILES	NSD2 inh
CN(C(=O)[C@H]1O[C@@H](n2cnc3c(=O)[nH]c(N)nc32)[C@H](O)[C@@H]1O)C1CCCCC1	32.8
COC(=O)C1=C(C)NC(=S)NC1c1ccc(Br)cc1 (stereo not drawn)	-0.3
O=C(Nc1ccc(Cl)c(Cl)c1)C1CCCN1S(=O)(=O)c1cccc2cccnc12 (stereo not drawn)	5.6
COc1ccc(OC)c2c1CCC1(C2)NC(=O)NC1=O (stereo not drawn)	-0.2
COCCCN1C(=O)C(CC(=O)NCCc2ccccn2)CC(C(=O)N2CCCCCC2)=C1C (stereo not drawn)	-3.9
CC1(C(=O)Nc2cccc(Oc3ccccc3)c2)CCN1Cc1cccc2c1OCO2 (stereo not drawn)	-1.9
CC(=O)NC(C)(c1ccccc1)c1nc(-c2ccc(N(C)C)cc2)cs1 (stereo not drawn)	8.8
CC(C)(C)c1ccc(-c2nnc(SCC(=O)c3ccc([N+](=O)[O-])cc3)n2-c2ccc(Cl)cc2)cc1	-1.6
CCOC(=O)C1(C)CCCN(C(=O)c2ccc(OC)c(OC)c2)C1 (stereo not drawn)	-0.5
Cc1nc(C(F)(F)F)ccc1C(=O)N1CCCCCC1(C)C(=O)NCC(C)C (stereo not drawn)	-1.5
COCCNC(=O)C1(C)CCN(C(=O)c2ccc(OC)c(F)c2)C1 (stereo not drawn)	-1.4
S=C(NN=C1CCCCC1=NNC(=S)N1CCOCC1)N1CCOCC1	23.5
COCCNc1nc(NCc2cnc(C)cn2)c2sccc2n1	0.0
COc1ccc(C(=O)N2CCOCC2)cc1S(=O)(=O)N(C)Cc1ccccc1	-3.9
CCOC(=O)C1(C)CCCN(C(=O)c2ccc(F)c(Cl)c2)C1 (stereo not drawn)	-1.1
CCCOc1ccc(F)cc1-c1cc(C(=O)NCCOC)[nH]n1	-1.9
Fc1ccc(Nc2nc(NCc3ccccc3)nc3ccsc23)cc1	-0.7
COc1ccc(CCCNC(=O)C2(C)Cc3c(-c4ccc5c(c4)OCO5)ccnc3O2)cc1 (stereo not drawn)	2.8
Cc1[nH]c2ccccc2c1-c1nc(-c2ccc(Cl)cc2)nnc1-c1ccccc1	7.0
COc1cccc(C(O)c2nc(-c3cccc4cccnc34)cs2)c1 (stereo not drawn)	-1.0
c1cc(-c2ccc(CN3CCOCC3)cc2)n2ccnc2c1	0.6
COc1ccc(S(=O)(=O)NC(=O)C2(C)CCN2C(=O)c2c(C)noc2C)cc1 (stereo not drawn)	0.3
CCc1nc2ccc(C(=O)NCc3ccccc3OC)cn2c1N(CC)CCOC	0.4
CC1(C(=O)NCc2cccc(C(F)(F)F)c2)CCN1Cc1ccc2ccccc2c1 (stereo not drawn)	-6.6
O=C(NCc1ccc(F)cc1)c1cc(C2CCCCN2C(=O)CCCc2ccccc2)on1 (stereo not drawn)	-27.6
COc1ccc(CC(N)c2csc(Nc3nncc4ccccc34)n2)cc1 (stereo not drawn)	-2.1
CCOC(=O)c1ccccc1S(=O)(=O)N1CCN(c2nc(-c3cccs3)nc3ccccc23)CC1	-2.0
Cc1ccc(S(=O)(=O)NC(=O)C2(C)CCN2C(=O)Cc2ccc(Cl)cc2Cl)nc1 (stereo not drawn)	-1.7
CC(C)(C)c1ccc(CC(=O)N2CCC2(C)C(=O)NS(=O)(=O)c2ccc(Cl)s2)cc1 (stereo not drawn)	-4.1
CCNC(=O)C1(C)CCCN(Cc2ccccc2-c2ccccc2)C1 (stereo not drawn)	0.6
CCCN(CCC)CCc1cccc2c1CC(=O)N2	3.1
CN1CCN(Cc2c(O)ccc3cc(Br)ccc23)CC1	7.2
COc1ccc(-c2coc3c(C(=O)Nc4cccnc4)cccc23)c(C)c1	-1.8
O=C1C(=Cc2cccc(Cl)c2)CCc2ccccc21	-0.3
CCOc1ccc(-c2noc(-c3csc([C@@H]4O[C@H](CO)[C@H](O)[C@H](O)[C@H]4O)n3)n2)cc1	-0.3
CCc1nc2c(OCc3ccc(Cl)cc3)cccn2c1N(C)C(=O)C1CC1	3.6
COc1ccc(Cc2n[nH]c(=S)n2-c2cc(C)ccc2C)cc1OC	-2.4
CCCS(=O)(=O)NC(=O)C1(C)CCCN(C(=O)c2oc3ccccc3c2C)C1 (stereo not drawn)	-1.7
CCCNC(=O)C1(C)CCN(C(=O)COCc2ccccc2)C1 (stereo not drawn)	2.1
CC(C)c1cc(Cn2c3ccccc3c(=O)n2C(C)Cn2cc(COc3ccccc3)nn2)on1 (stereo not drawn)	33.3
COc1cc(Cn2c3ccc(NC(=O)CC(C)c4ccccc4)cc3c(=O)n2C)ccc1F (stereo not drawn)	-0.7
CCCNC(=O)c1cc(C2CCCCN2C(=O)c2ccc3c(c2)CCO3)on1 (stereo not drawn)	-2.4
CC(=O)Nc1ccc(NC(=O)c2ccc(-c3c(C)noc3C)c3ccoc23)cc1	15.2
Cc1nc2ccc(C(=O)N(C)Cc3ccccc3)cn2c1N(C)C(=O)CCc1ccccc1	-0.2
O=C1OC2C(O)COC23OC(O)CCC13O (stereo not drawn)	-6.6
CC1CCC2(CC1)CCC2NCc1ccc(Cl)c(Cl)c1 (stereo not drawn)	-0.6
COCC(=O)Nc1cc(Cl)ccc1C(F)(F)F	-7.7
CC1(C(=O)NS(=O)(=O)C2CC2)CCCN(C(=O)c2ccc(C(F)(F)F)cc2)C1 (stereo not drawn)	-3.3
CC(C)(C)c1ccc(C(O)c2ncc(-c3ccc4ccccc4c3)[nH]2)cc1 (stereo not drawn)	1.4
Cc1ccc(Cl)cc1-c1cc(C(=O)N2CCc3ccccc3C2)[nH]n1	-4.9
COC(=O)c1ccc(N)c2c(N)ccc(C(=O)OC)c12	-0.1
CC(=O)Nc1cccc(-c2nc3ccccc3n2C(C(=O)NC(C)(C)C)C2CC2)c1 (stereo not drawn)	-0.2
CC(C)CN(CC(C)C)C(=O)c1ccc2c(c1)NC(=O)C(C)(C)O2	-3.5
CC(=O)Nc1cccc(-c2cc(NC=O)c3ncc(-c4cccc(C(C)=O)c4)n3c2)c1	-2.6
CCN(CC)CCNC(=O)c1ccc(NCN2C(=O)NC(c3ccccc3)(c3ccccc3)C2=O)cc1	6.1
CC=C1OC(n2cnc3c(N)ncnc32)C(O)C1O (stereo not drawn)	-4.8
CC(=O)NCCNc1nc2cc(-c3cc(F)ccc3C)sc2c(=O)n1C	-0.2
CC1(C(=O)NCc2ccccc2)Cc2c(-c3cccc(C(N)=O)c3)ccnc2O1 (stereo not drawn)	1.9
CC1(C(=O)NS(=O)(=O)c2cccc(F)c2)CCN1C(=O)C/C=C/c1ccccc1 (stereo not drawn)	-0.5
CC1(C(=O)NS(=O)(=O)c2ccc3ccccc3c2)CCN1C(=O)Cc1ccc(-c2ccccc2)cc1 (stereo not drawn)	-2.5

A second format for some results above.
NSD2 inh	Structure
-2.6	CC(=O)Nc1cccc(-c2cc(NC=O)c3ncc(-c4cccc(C(C)=O)c4)n3c2)c1
6.1	CCN(CC)CCNC(=O)c1ccc(NCN2C(=O)NC(c3ccccc3)(c3ccccc3)C2=O)cc1
-4.8	CC=C1OC(n2cnc3c(N)ncnc32)C(O)C1O (stereo not drawn)
-0.2	CC(=O)NCCNc1nc2cc(-c3cc(F)ccc3C)sc2c(=O)n1C

New compounds follow
SMILES	NSD2 inh
COc1ccc(CCNC(=O)Nc2nc(C(N)COCc3ccccc3)cs2)cc1OC (stereo not drawn)	4.3
CCCCNC(=O)C1(C)CCN1C(=O)Cc1ccc(OC)cc1 (stereo not drawn)	9.7
CCc1nc2ccc(C(=O)Nc3ccc(OC)c(OC)c3)cn2c1N(C)Cc1ccc(OC)cc1	4.0
O=C(Nc1cccc(Oc2ccccc2)c1)C1Cc2c(-c3ccc4c(c3)OCO4)ccnc2O1 (stereo not drawn)	0.4
CC1(C(=O)O)CCCN1C(=O)c1cccc(OC(F)(F)F)c1 (stereo not drawn)	14.8
CN1C[C@@H](CO)O[C@@H](n2cnc3c(N4CCOCC4)ncnc32)C1	0.5
COc1cc(C)ccc1S(=O)(=O)NC(=O)C1(C)CCN1C(=O)c1ccc(C2CCCCC2)cc1 (stereo not drawn)	-2.3
O=C(Nc1ccc(C(O)(C(F)(F)F)C(F)(F)F)cc1)c1ccc(F)cc1F	-2.5
O=C(CCCc1ccccc1)NCc1ccccc1	-6.8
CC(=O)c1ccc(Nc2nc(C(C)N)cs2)cc1 (stereo not drawn)	8.1
c1ccc(OCCNc2nc(NCC3CC3)nc3ccsc23)cc1	1.2
Cc1nc(SCC(N)=O)[nH]c(=O)c1C	-1.8
CN(Cc1ccccc1)C(=O)Cn1nnc(-c2ccccc2)c1COc1ccc2ccccc2c1	-0.4
CCn1c(SCC(=O)Nc2ccc(C(=O)OC)cc2)nnc1-c1cccc(Cl)c1	-7.8
CC1(C(=O)N2CCN(C(=O)c3ccco3)CC2)CCN1Cc1ccccc1OC(F)F (stereo not drawn)	-5.5
CCc1nc2c(OCCn3cccc3)cccn2c1N(C)C(=O)c1cccs1	6.8
CC(c1ccc(Cl)cc1)N(CCN(C)C)c1ccccn1 (stereo not drawn)	14.9
CCC(NC(=O)C1C2C=CC3(CN(Cc4ccccc4)C(=O)C13)O2)c1ccccc1 (stereo not drawn)	-0.3
CC(C)C(=O)Nc1ccc(C=C2C=Cc3ccccc32)cc1	7.8
OC[C@@H]1CN(CCN2CCOCC2)C[C@H](n2cnc3c(NCc4ccco4)ncnc32)O1	-2.1
CCCS(=O)(=O)NC(=O)C1(C)CCCN(C(=O)c2ccccc2Br)C1 (stereo not drawn)	-0.7
O=C(CN1CCC(Cc2ccccc2)CC1)Nc1ccc2c(c1)OCCO2	1.2
CCOC(=O)C1(C)CCN1C(=O)c1cccc(C#N)c1 (stereo not drawn)	-1.5
CCn1c(Cc2cccs2)nnc1SCC(=O)Nc1cccc2ccccc12	-0.2

Three compounds from above, sorted by the number in NSD2 inh, highest first.
Compound | NSD2 inh
CCC(NC(=O)C1C2C=CC3(CN(Cc4ccccc4)C(=O)C13)O2)c1ccccc1 (stereo not drawn) | -0.3
CCCS(=O)(=O)NC(=O)C1(C)CCCN(C(=O)c2ccccc2Br)C1 (stereo not drawn) | -0.7
OC[C@@H]1CN(CCN2CCOCC2)C[C@H](n2cnc3c(NCc4ccco4)ncnc32)O1 | -2.1

Some of the entries so far, with the structure last:
NSD2 inh	Molecule
-7.8	CCn1c(SCC(=O)Nc2ccc(C(=O)OC)cc2)nnc1-c1cccc(Cl)c1
-5.5	CC1(C(=O)N2CCN(C(=O)c3ccco3)CC2)CCN1Cc1ccccc1OC(F)F (stereo not drawn)
6.8	CCc1nc2c(OCCn3cccc3)cccn2c1N(C)C(=O)c1cccs1
14.9	CC(c1ccc(Cl)cc1)N(CCN(C)C)c1ccccn1 (stereo not drawn)
-0.3	CCC(NC(=O)C1C2C=CC3(CN(Cc4ccccc4)C(=O)C13)O2)c1ccccc1 (stereo not drawn)
7.8	CC(C)C(=O)Nc1ccc(C=C2C=Cc3ccccc32)cc1
-2.1	OC[C@@H]1CN(CCN2CCOCC2)C[C@H](n2cnc3c(NCc4ccco4)ncnc32)O1

(list continues)
SMILES	NSD2 inh
Cc1ccc(S(=O)(=O)N2C[C@@]3(O)Cn4c(=O)ccc(=O)n4C[C@@]3(OC(=O)NCC3CCCCC3)C2)cc1	6.1
Cc1ccc(-c2nnc3n2N=C(c2ccc(-c4ccccc4)cc2)CS3)cc1	8.4
CC1(C)OC2C(CO)OC(n3cnc4c(=S)nc(N)[nH]c43)C2O1 (stereo not drawn)	5.4
OC(c1cc(Cl)cc(Cl)c1)c1ncc(-c2ccccc2C(F)(F)F)[nH]1 (stereo not drawn)	-0.5
CCCNC(=O)C1(C)CCN(C(=O)c2cccc(C#N)c2)C1 (stereo not drawn)	-3.0
Cc1ccc(S(=O)(=O)NC(=O)C2(C)CCN2C(=O)c2ccccc2CCc2ccccc2)cc1 (stereo not drawn)	2.3
O=C(Nc1ccccc1C(=O)Nc1nccs1)c1ccccc1	-0.4
O=C(CSCC(=O)c1ccc([N+](=O)[O-])cc1)c1ccc([N+](=O)[O-])cc1	7.6
Clc1cccc(CNc2ccn3nc(-c4ccccc4Cl)cc3n2)c1	-1.4
COc1ccc(C(O)c2nc(-c3cccc(CO)c3)cs2)cc1 (stereo not drawn)	2.2
COc1ccc(C2C(C(=O)Nc3ccc(F)cc3)CCC(=O)N2c2ccc(OC)cc2)cc1 (stereo not drawn)	-0.5
CC1(C(=O)NS(=O)(=O)c2ccccc2C(F)(F)F)CCN1C(=O)CC1CCCCC1 (stereo not drawn)	-2.6
CC1(C(=O)NS(=O)(=O)c2ccc(C#N)cc2)CCN1C(=O)CCc1ccc(Cl)cc1Cl (stereo not drawn)	-0.1
CS(=O)(=O)Nc1cccc(-c2cc(NC=O)c3ncc(-c4ccc(F)cc4)n3c2)c1	-2.0
Cc1ccc(F)c(S(=O)(=O)NC(=O)C2(C)CCN2C(=O)CC(c2ccccc2)c2ccccc2)c1 (stereo not drawn)	-1.3
CSc1ccc(CN2CCC(C)(Oc3ccc(-n4ccnc4)cc3)C2)cc1 (stereo not drawn)	20.0
CC(=O)c1cc(-c2ccccc2)n(CC(=O)NCc2ccc(Cl)cc2)c1C	-2.6
CC1(C(=O)NS(=O)(=O)c2ccc(F)cc2F)CCN1C(=O)C1CCCCC1 (stereo not drawn)	0.4
COc1cccc(CN2CCC2(C)C(=O)Nc2ccc(C)cc2)c1F (stereo not drawn)	1.2
CC1(C)Cc2nc3nc(SCC(=O)NCc4ccccc4)n(-c4ccccc4)c(=O)c3cc2CO1	26.3
Oc1ccccc1C=NC(N=Cc1ccccc1O)c1ccccc1O (stereo not drawn)	3.7
CCCCNC(=O)C1(C)CCCCN1C(=O)c1ccc2ccccc2n1 (stereo not drawn)	-4.8
CCC(=O)N1CCCC(C)(C(=O)Nc2ccc(C)c(C)c2)C1 (stereo not drawn)	-1.5
O=C1CC(=O)N(C2CCCCC2)C(=O)N1c1ccccc1S(=O)(=O)Oc1ccccc1	-1.4
O=C(Nc1cc2c(cc1[N+](=O)[O-])OCCO2)c1cccnc1	-0.8
COCc1cccc(-c2csc(C(C)(NC(C)=O)c3ccccc3)n2)c1 (stereo not drawn)	26.2
COC(=O)C1=C(C)N(Cc2cccnc2)C(=O)/C1=C\c1cccs1	13.8
Oc1ccc(CNc2cccc(F)c2)c2cccnc12	-2.0
